# GLP-1R agonist – activates the human GLP-1 receptor. 380,000 tested, 0.007% active. P43220. HEK293 GLP-1R CRE-luciferase, luminescence, 4-6 h; cells express a hypersensitive GLP-1R form. Potency, µM (series often up to 45.6 µM), without a hit: top-dose activation, hits mostly activators; note: potency is the fitted concentration of half-maximal effect; % of control where 0% means no effect
# Target sequence (P43220 whole entry, looked up): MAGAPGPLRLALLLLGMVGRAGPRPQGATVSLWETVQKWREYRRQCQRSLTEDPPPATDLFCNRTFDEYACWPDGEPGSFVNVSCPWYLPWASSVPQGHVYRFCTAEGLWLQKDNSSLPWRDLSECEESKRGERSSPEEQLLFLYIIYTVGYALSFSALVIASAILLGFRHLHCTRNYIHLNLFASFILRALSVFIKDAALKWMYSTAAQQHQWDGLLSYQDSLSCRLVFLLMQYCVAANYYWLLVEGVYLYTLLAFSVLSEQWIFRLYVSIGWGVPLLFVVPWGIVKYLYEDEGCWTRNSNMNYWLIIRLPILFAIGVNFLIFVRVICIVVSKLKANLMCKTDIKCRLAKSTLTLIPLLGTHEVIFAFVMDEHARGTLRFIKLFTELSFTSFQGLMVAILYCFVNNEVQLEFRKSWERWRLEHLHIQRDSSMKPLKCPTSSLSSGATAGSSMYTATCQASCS
# KB-V1 MDR tox – KB-V1 MDR subline cytotoxicity. 400,000 tested, 3.4% active. KB-V1 MDR cells viability, CellTiter-Glo, 72 h. AID 1347076. Potency, µM (series often up to 46.1 µM), for inactives: at the top dose activity change, negative = cytotoxicity, actives largely listed as cytotoxic; note: potency is the fitted concentration of half-maximal effect; % is set by controls: 0 for no effect and ±100 for the full control effect; nearly all actives have a fitted effect of over 60% in size
#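 Drug-selected KB-V1 cells, grown in DMEM lacking phenol red with 10% FBS, receive compound titrations; after three days at 37 degrees C, surviving cell ATP is quantified by CellTiter-Glo luminescence and responses normalized and curve-fitted.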
# DRD3 agonist – D3 dopamine receptor (human) agonism; AID 652048; P35462; max activation, %; D3R DiscoveRx beta-arrestin cells, luminescence, 90 min; 410,000 tested, 0.58% active; in the data active = max activation above about 30%; note: 0% is about no effect; mostly tested at two doses, the higher about 12 µM
# Target sequence (P35462 whole entry, looked up): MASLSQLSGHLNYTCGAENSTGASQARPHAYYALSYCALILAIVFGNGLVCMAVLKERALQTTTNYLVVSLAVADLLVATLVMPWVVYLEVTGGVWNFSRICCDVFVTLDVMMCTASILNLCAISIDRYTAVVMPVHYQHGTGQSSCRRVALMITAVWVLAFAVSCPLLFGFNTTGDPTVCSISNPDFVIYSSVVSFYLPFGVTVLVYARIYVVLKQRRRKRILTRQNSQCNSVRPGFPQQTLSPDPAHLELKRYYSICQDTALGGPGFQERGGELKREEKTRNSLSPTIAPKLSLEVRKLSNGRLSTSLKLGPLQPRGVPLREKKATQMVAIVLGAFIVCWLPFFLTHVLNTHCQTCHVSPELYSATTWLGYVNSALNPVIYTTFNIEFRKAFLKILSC
#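 Agonist-mode cell screen: cells plated at 1500/well and incubated overnight at 37 °C, then exposed to library compounds for 90 min at 37 °C. Detection reagent was added for 30–60 min at room temperature, and luminescence was read.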
# GLP1R inv ag – inverse agonists of human GLP-1 receptor; P43220; Potency, µM (titrated, usually from 38.3 µM), inactives show at the highest dose activity change, negative = inhibition, hits mostly inhibitors; HEK293 GLP-1R CRE-luciferase, luminescence, 24 h; GLP-1R form is constitutively active; 410,000 tested, 1.6% active; note: potency is the fitted concentration of half-maximal effect; % is set by controls: 0 for no effect and ±100 for the full control effect; nearly all actives have a fitted effect of over 55% in size
#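 qHTS in 1536-well format: reporter HEK293 cells expressing constitutive GLP-1R activity in DMEM + 10% Nu serum, 24 hr with compounds at 37 deg C, luminescence read after 12 min with detection reagent.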
# PTHR1 ag – activates the human parathyroid hormone receptor PTHR1; Q03431; HEK293 GP2 PTHR1 cells, GloSensor cAMP luminescence, 1 h; Potency, µM (highest dose often 115 µM), for the others: top-dose activation, usual class: activators; 410,000 tested, 0.075% active; note: potency is the fitted concentration of half-maximal effect; nearly all actives have a fitted effect of over 55% in size; some results filed as inactive show a strong effect at the top dose; inactives centre near -15; many of its hits are not listed in these tables
#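 HEK-293-derived GP2 cells expressing PTHR1 and a GloSensor cAMP reporter, 3,000/well, plated overnight, given luciferin plus IBMX (each 0.5 mM as added) for 1 h at 37 °C, then compound for 1 h at 37 °C. Luminescence was read after 15 min at room temperature.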
# aSyn rescue – inhibitors of alpha-synuclein toxicity in yeast | AID 652106 | Yeast expressing alpha-synuclein, growth rescue, BacTiter-Glo, 24 h | Potency, µM (top dose mostly 46.1 µM), without a hit: at the highest dose growth rescue (activation), most hits filed as activators | 370,000 tested, 0.14% active; note: potency is the fitted concentration of half-maximal effect; % of control where 0% means no effect; nearly all actives have a fitted effect of over 65% in size
#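 Screening used galactose-induced yeast with toxic alpha-synuclein levels, exposed to compound for 24 hr at 30 deg C. Cell growth, read with BacTiter-Glo luminescence, gave the measured signal.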
# D3 antag – blocks the human D3 dopamine receptor. D3R cells, DiscoveRx beta-arrestin luminescence, antagonist mode; hits give low values. max response, negative = inhibition, %. 360,000 tested, 2.5% active; in the data active = max response below about -50%; inconclusive = no clear call, values can overlap the other calls; note: % is set by controls: 0 for no effect and ±100 for the full control effect; mostly tested at two doses, the higher about 12 µM
#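 Cells expressing the human receptor were seeded at 1500 cells/well, incubated overnight at 37 degrees C in 5% CO2, then exposed to library compounds with dopamine controls for 90 minutes at 37 degrees C before luminescent detection.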
# GLP1R cytotox – cytotoxicity counter-screen for GLP-1 receptor inverse agonists. HEK293 cAMP-luciferase reporter cells, luminescence, 24 h. Potency, µM (series often up to 38.3 µM), for inactives: at the top dose activity change, negative = inhibition, actives largely listed as inhibitors. 410,000 tested, 0.13% active. AID 624418;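 note: loss of luciferase light is scored as toxicity; potency is the fitted concentration of half-maximal effect; % is set by controls: 0 for no effect and ±100 for the full control effect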
#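 Seeding density was 200 cells/uL; after overnight-length (12 h) culture, 23 nL compounds went on for 24 h at 37 °C. Readout used a luciferase detection reagent, luminescence taken after 12 min at room temperature.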
# TDP43 rescue – rescues yeast growth from TDP-43 toxicity; TDP-43 expressing yeast growth rescue, BacTiter-Glo, 24 h; 410,000 tested, 1.8% active; Potency, µM (series often up to 46.1 µM), inactives show at the top dose growth rescue (activation), most hits filed as activators; note: potency is the fitted concentration of half-maximal effect; % of control where 0% means no effect; nearly all actives have a fitted effect of over 50% in size
#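 In this qHTS, compounds that restore growth of yeast expressing TDP-43 appear as activators. Cells (OD600=0.02, galactose medium, raffinose-pregrown) are incubated with compound 24 hr at 30 deg C and growth is quantified by BacTiter-Glo.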
# Numbers without * were called inactive; i = inactive; u = inconclusive; x = not tested or not shown; [ ] = remark or other dose. Unless noted, calls come from the whole dose curve; as a rule, active = well fitted curve in the direction sought with a large enough effect; inconclusive = small, poorly fitted or top-dose-only effect, or another doubt; inactive = no such curve, though single readings can be large; an effect the other way counts as inactive or inconclusive.
SMILES,GLP-1R agonist,KB-V1 MDR tox,DRD3 agonist,GLP1R inv ag,PTHR1 ag,aSyn rescue,D3 antag,GLP1R cytotox,TDP43 rescue
Cc1cn2c(=O)cc(COC(=O)c3ccc(NC(=O)C(C)Oc4ccccc4)cc3)nc2s1 (stereo not given),x,x,-4.9,0.4%,4.5%,x,x,1.6%,6.9%
Cc1cc(C)c(C#N)c(Oc2ccc(O)cc2)n1,-4.1%,0.8%,-4.4,47.8%[activator],-42.9%[inhibitor],-1.5%,0.0,2.5%,-3.0%
CCc1cccc(NC(=O)CCc2c(C)nn(-c3ccc(N4CCCCC4)nn3)c2C)c1,-5.3%,-11.0%,8.9,u,-6.4%,9.3%,7.0,-6.8%,23.1%
Cc1nn(-c2ccccc2)c2c1N(CC(=O)N1CCN(c3ccc(Cl)cc3)CC1)C(=O)CS2,x,5.7%,13.0,5.8%,-23.5%,x,x,-1.1%,0.0%
NC(=O)C1CCN(S(=O)(=O)c2cccc(C(=O)O)c2)CC1,-4.9%,2.5%,2.7,-3.4%,0.1%[57.5 µM],-13.7%,u,2.3%,0.5%
CCN1C(=O)N2C[C@H]3CON(C)[C@H]3C[C@H]2c2ccccc21,-3.9%,-17.2%,-4.8,12.4%,-16.2%,-0.2%,u,-0.1%,12.4%
Cc1c(-n2c(SCC(C)C)nc3ccccc3c2=O)c(=O)n(-c2ccccc2)n1C,11.4%,u,1.0,-3.9%,-13.1%,3.4%,6.7,-15.1%,-12.9%[9.22 µM]
COc1ccc(NC(=O)N(C)C[C@H]2Oc3c(NC(=O)NC(C)C)cccc3C(=O)N([C@H](C)CO)C[C@@H]2C)cc1,-5.3%,u,-4.0,1.9%,i,4.8%,41.8,2.7%,16.1%
CCN(CC)N=Nc1cccc(NC(C)=O)c1,3.8%,0.0%,0.5,-7.8%,i,-9.5%,73.1,11.4%,13.4%
CC(C)C[C@H]1CN([C@@H](CC(C)C)CN2CCCC2CN2C(=S)NC[C@@H]2Cc2ccccc2)C(=S)N1CC1CCCCC1 (stereo not given in full),-3.1%,u,-15.2,30.1%[activator],-1.3%,-24.2%,-111.9*,2.3%,-3.7%
COc1ccc(OC)c(S(=O)(=O)N2CCN(c3ccccn3)CC2)c1,22.1%,-8.5%,-3.4,-0.6%,-78.4%[inhibitor],0.0%,-104.1*,-2.2%,-31.2%[inhibitor]
CSCCC(NS(=O)(=O)c1ccc2c(c1)OCCO2)C(=O)NCCc1ccccn1 (stereo not given),-3.6%,2.1%,1.1,4.7%,i,-6.5%,13.8,0.9%,0.0%
Cc1ccc(S(=O)(=O)N(C)c2ccccc2C(=O)NC2CCCC2)cc1,3.5%,u,4.2,21.3%,-24.7%,0.5%,14.9,-7.7%[1.53 µM],15.4%
Cc1ccccc1Nc1nc(N)nc(CN(C)Cc2ccccc2Cl)n1,u,u,1.4,1.2%,i,-4.3%,-4.2,0.0%,-11.5%
Cc1cc(CN(C)Cc2ccc(OCC(O)CN(C)Cc3ccccc3)cc2)on1 (stereo not given),14.3%,7.5%,-19.2,u,i,-2.1%,-4.6,-15.8%,-10.2%[9.22 µM]
CC(C)(C)NC(=O)C(c1ccc(O)cc1)N(Cc1ccccc1)C(=O)CCC(=O)Nc1nccs1 (stereo not given),4.4%,23.9%,5.3,8.3%,i,0.2%,-5.0,-1.6%,-2.3%
CCN1C(=O)c2ccc(C(=O)Nc3ccc4c(c3)OCO4)cc2C1=O,6.3%,16.4%,6.8,9.7%,i,-2.0%,0.0,-8.7%,3.9%
CC(c1ccc(F)cc1)n1cc(C(=O)NCc2ccccn2)nn1 (stereo not given),-1.7%,u,2.8,2.6%,i,-3.3%,9.2,-8.2%,-3.6%
Cn1c2ccccc2c2nnc(SCC(=O)Nc3cccc(O)c3)nc21,11.8%,-2.9%,-6.2,4.7%,i,-2.3%,0.3,0.4%,-2.3%
COc1ccc(CCNc2nc(-c3ccc(F)cc3)cc(C(F)(F)F)n2)cc1OC,-0.2%,0.0%,8.0,-25.7%,-16.2%,x,x,7.4%,-15.4%
CCc1ccc(C2c3c(n[nH]c3C)C(=O)N2c2ccc(C)cc2)cc1 (stereo not given),-0.5%,u,4.8,1.6%,-5.6%,x,x,-13.6%,29.8%
O=C(Nc1ccc(Br)cc1F)C1CCCN(S(=O)(=O)c2cnc[nH]2)C1 (stereo not given),3.1%,-0.7%,-4.1,3.0%,i,-0.5%,-8.8,-5.5%,19.4%
Cc1cc(C)cc(NC(=O)COC(=O)C2CC3C=CC2C3)c1 (stereo not given),1.8%,2.6%,-0.1,u,i,-0.2%,-3.9,3.3%,13.3%
Cc1cc(=O)[nH]c2nnc(SCc3cccc(C(F)(F)F)c3)n12,x,x,-21.2,2.1%,u,x,x,-0.1%,0.4%

# Part of the list above, with each value named.
CCN1C(=O)c2ccc(C(=O)Nc3ccc4c(c3)OCO4)cc2C1=O
- GLP-1R agonist = 6.3%
- KB-V1 MDR tox = 16.4%
- DRD3 agonist = 6.8
- GLP1R inv ag = 9.7%
- PTHR1 ag = i
- aSyn rescue = -2.0%
- D3 antag = 0.0
- GLP1R cytotox = -8.7%
- TDP43 rescue = 3.9%

CCc1cccc(NC(=O)CCc2c(C)nn(-c3ccc(N4CCCCC4)nn3)c2C)c1
- GLP-1R agonist = -5.3%
- KB-V1 MDR tox = -11.0%
- DRD3 agonist = 8.9
- GLP1R inv ag = u
- PTHR1 ag = -6.4%
- aSyn rescue = 9.3%
- D3 antag = 7.0
- GLP1R cytotox = -6.8%
- TDP43 rescue = 23.1%

# Additional structures follow:
SMILES,GLP-1R agonist,KB-V1 MDR tox,DRD3 agonist,GLP1R inv ag,PTHR1 ag,aSyn rescue,D3 antag,GLP1R cytotox,TDP43 rescue
COc1ccc(Cl)cc1C(=O)N(Cc1nc(-c2cccc(C)c2)no1)C(C)C,4.4%,u,1.5,u,-21.5%,11.4%,2.0,-4.5%,u
Nc1nc2ccccc2cc1C(=O)NCc1ccc(Cl)cc1Cl,4.2%,-9.8%,-11.1,u,-78.2%[inhibitor],-17.3%,-1.2,0.7%,-21.2%
CCC(=O)N1CCc2cc(S(=O)(=O)CCC(=O)NCCc3ccc(OC)c(OC)c3)ccc21,-0.4%,-0.6%,1.3,1.1%,-21.5%,3.7%,15.1,-3.8%,10.3%
CC1(C)CC2CC(C)(CN2c2ncnc3ccccc23)C1 (stereo not given),2.6%,-27.4%,29.5,0.0%,-26.2%,2.0%,31.2,-25.4%,-6.9%
C=CCn1c(C)cc(/C([O-])=C(/C(=S)Nc2ccc(OC(F)F)cc2)[n+]2ccc(N(C)C)cc2)c1C,10.3%,-2.0%,3.0,-3.2%,-69.9%[inhibitor],12.7%,13.1,-3.1%,-20.9%
CC(C(=O)N1CCCCC1)n1ncn2cccc2c1=O (stereo not given),-17.2%,-7.4%,4.9,0.6%,i,4.3%,34.3,-10.6%,6.8%
CC1CCN(C(=O)CN2C(=O)c3ccccc3S2(=O)=O)CC1,-10.6%,24.2%,4.7,-36.2%,-8.2%[57.5 µM],-3.1%,17.7,2.9%,7.1%
Cc1cc(C(=O)COc2ccccc2Cl)c(C)n1C1CC1,13.6%,u,-7.1,u,-36.0%[inhibitor],10.0%,-6.5,4.1%,u
O=C1N(c2ccccc2)C(=Nc2ccccc2)SC12CC2,5.3%,-6.5%,3.5,u,i,2.2%,-5.0,11.8%,-21.5%
CN(C(=O)CCNC(=O)Cn1cnc2ccccc2c1=O)c1ccc(Br)cc1,3.4%,-4.0%,-7.4,2.6%,i,-6.5%,3.0,11.3%,-11.3%
CCC(=O)Nc1ccc2c(c1)nc1n2CCN(CCOC)C1,-2.9%,-7.6%,0.5,10.7%,i,6.5%,2.2,-2.2%,13.1%
COc1ccc(CCC(=O)Nc2cc(S(=O)(=O)N3CCCCC3)ccc2N(C)C)cc1,-5.2%,-3.1%,0.3,u,-5.2%,3.9%,-4.0,-14.8%,21.5%
COc1ccc(C(=O)CSc2nnc(CNC(=O)c3ccccc3)o2)cc1,4.1%,u,10.2,4.9%,-23.4%,4.6%,12.5,-7.8%,21.7%
COc1ccc(NC(=O)CCS(=O)(=O)c2ccc(OC)cc2)cc1,-3.4%,u,0.5,-5.7%,i,-8.9%,32.5,-16.6%,21.9%
CCCN1CNC(=S)N(c2ccccc2OC)C1,-4.0%,-10.5%,6.1,7.4%,i,17.2%,4.2,2.0%,22.4%
Cc1cc(NC(=O)C2CC(=O)N(c3ccccc3C)C2)no1 (stereo not given),1.2%,-6.1%,-1.5,15.1%,i,-1.0%,0.3,-2.0%,20.6%
O=C(NCc1cccs1)c1cc2ccccc2o1,8.7%,-10.2%,-6.1,-9.4%,-1.1%,-4.0%,-23.6,-9.2%,23.7%
O=C1CC(c2ccccc2)CC(=O)C1Sc1ccc(Cl)cc1 (stereo not given),-24.4%,-21.3%,-13.8,-14.6%,i,16.7%,-53.4*,12.9%,10µM*
CCCn1nc(C(=O)NNC(=O)CSC(C)C(=O)Nc2cc(C)on2)c2ccccc2c1=O (stereo not given),-5.7%,-8.6%,-6.5,16.4%,-1.6%,-0.6%,-3.3,16.7%,11.0%
COc1ccccc1C(=O)N1CCN(C(=O)[C@H]2O[C@@H](n3cnc4c(N)ncnc43)[C@H](O)[C@@H]2O)CC1,1.2%,12.0%,2.7,17.1%,-2.8%,-3.6%,13.3,-3.1%,18.8%
CN(C)S(=O)(=O)c1ccc(C(=O)Nc2nc(-c3cccs3)cs2)cc1,-4.4%,-20.8%,0.1,u,-61.8%[inhibitor],-0.8%,20.5,4.4%,7.5%
O=C(NNS(=O)(=O)c1ccc(Br)cc1)C1CCCCC1,4.2%,-9.3%,-5.0,-4.8%[7.66 µM],i,1.2%,14.4,-0.8%[7.66 µM],12.7%[9.22 µM]
CCN(CC)C(=O)CSc1nc(C)cc(-c2cccs2)c1C#N,17.9%,-12.0%,-11.6,40.3%[activator],i,1.5%,-24.8,5.9%,-17.4%

# Not all compounds are listed; the hit share may differ from the screen's.
